Artemis endo inh: inhibitors of human Artemis endonuclease activity; Q96SD1; recombinant Artemis, quenched FAM hairpin cleavage fluorescence; inhibition, % at 10 µM; actives 0.78% (n = 30,000); AID 686954;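 active means at 10 µM dose, at least 30% inhibition, measured as corrected fluorescence normalized to stimulator and neutral control wells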
Target sequence (Q96SD1 whole entry, looked up): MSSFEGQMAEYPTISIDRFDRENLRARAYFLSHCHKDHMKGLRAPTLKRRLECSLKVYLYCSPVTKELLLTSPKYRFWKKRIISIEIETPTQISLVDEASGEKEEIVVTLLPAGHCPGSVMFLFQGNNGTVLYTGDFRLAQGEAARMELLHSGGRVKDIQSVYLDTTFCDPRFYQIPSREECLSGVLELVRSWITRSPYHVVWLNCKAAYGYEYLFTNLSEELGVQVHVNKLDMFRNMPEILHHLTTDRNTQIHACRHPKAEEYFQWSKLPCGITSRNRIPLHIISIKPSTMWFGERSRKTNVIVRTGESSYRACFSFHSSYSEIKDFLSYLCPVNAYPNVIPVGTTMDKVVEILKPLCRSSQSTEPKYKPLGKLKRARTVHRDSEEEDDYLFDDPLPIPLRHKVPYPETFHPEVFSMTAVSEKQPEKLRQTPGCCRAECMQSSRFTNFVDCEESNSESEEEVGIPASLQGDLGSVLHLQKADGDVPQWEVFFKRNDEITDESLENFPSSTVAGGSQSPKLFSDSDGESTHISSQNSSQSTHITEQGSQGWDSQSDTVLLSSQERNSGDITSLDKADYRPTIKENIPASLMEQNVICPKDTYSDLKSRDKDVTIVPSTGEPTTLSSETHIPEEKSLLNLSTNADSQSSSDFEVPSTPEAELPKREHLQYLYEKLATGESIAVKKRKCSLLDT
Numbers without * were called inactive. An excerpt; the hit share may differ from the screen's.

entry	SMILES	Artemis endo inh
1	O=C(CNC(=O)c1ccccc1)NCCc1nc2ccccc2[nH]1	-4
2	Cc1cccc(N=C2NC(=O)CS2)c1	-3
3	COc1ccc(S(=O)(=O)NCC2CCC(C(=O)NCc3ccco3)CC2)cc1 (stereo not given)	-6
4	CCOC(=O)C(C(=O)Nc1nccs1)C1CCCCC1 (stereo not given)	-2
5	Nc1nc2nonc2nc1N1CCCCC1	-7
6	ClC(Br)=C(n1cnc2ccccc21)n1cnc2ccccc21	-2
7	CN1/C(=N\O)c2cccc3cccc1c23	38*
8	CC(C)NC(=O)C1CCCN(S(=O)(=O)c2cccs2)C1 (stereo not given)	-6
9	O=C1CC(N2CCN(c3ccc(O)cc3)CC2)C(=O)N1Cc1cccs1 (stereo not given)	0
10	COC(=O)CNC(=O)C1CCCN1C(=O)CNC(=O)OC(C)(C)C (stereo not given)	-4
11	CN1CCN(S(=O)(=O)c2ccc(Sc3nc4ccccc4[nH]3)c3nsnc23)CC1	-3
12	Cc1noc2ncnc(Oc3ccc4ccccc4c3)c12	0
13	S=c1nccc(-c2cc(Cl)sc2Cl)[nH]1	-5
14	CCc1nnc(NC(=O)c2cc(S(=O)(=O)N3CCN(c4ccccc4)CC3)ccc2Cl)s1	12
15	O=C(c1ccc(Cl)cc1)C1C2C(=O)N(c3ccccc3)C(=O)C2C2CCCN21 (stereo not given)	0

Next results follow:
entry	SMILES	Artemis endo inh
16	O=c1nc(-c2ccccc2)cn[nH]1	3
17	O=C(Nc1ccccc1C(=O)NCCc1ccccc1)c1ccco1	3
18	CNC(=O)COc1ncnc2sc(C)c(C)c12	0
19	Cc1cc(NC(=O)CSc2cn(CCNC(=O)c3ccc(F)cc3)c3ccccc23)no1	3
20	O=C(O)CCCC(=O)Nc1nc(-c2ccccc2)cs1	5
21	COc1ccc(NC(=O)C(CCS(C)(=O)=O)NC(C)=O)cc1 (stereo not given)	-2
22	CCN(CC)c1ccc(CN2CCCCCC2)cc1	4
23	CS(=O)(=O)Nc1ccc(C(=O)NCCc2ccccc2)cc1	-4
24	FCCCOc1ccc(-c2nccc(-c3ccc(F)cc3)n2)cc1	4
25	O=C1c2ccccc2C(=O)N1CCCOCc1c[nH]c(=O)[nH]c1=O	-2
26	O=S(Cc1cc(Oc2ccccc2)nc(-c2ccccc2)n1)c1ccccc1 (stereo not given)	-1
27	CC1Cc2ccccc2N1Cc1nc2cc(C(F)(F)F)ccc2c(=O)[nH]1 (stereo not given)	10
28	Cc1nc2c(Br)c3nc(C(F)(F)F)[nH]c3c(Br)c2[nH]1	-2
29	Cc1ccc(NC2=Nc3ccccc3CS2)cc1	-6
30	O=C(O)c1cccc(Cn2cc(Br)cn2)c1	6

(further entries)
entry	SMILES	Artemis endo inh
31	OC(c1ccccc1)c1nccn1Cc1ccccc1 (stereo not given)	-6
32	COC(=O)/C(=C\c1ccc([N+](=O)[O-])o1)NC(=O)c1ccccc1	-5
33	CCCn1nnc(NC(=O)COc2ccc(Cl)cc2)n1	-8
34	CCn1c2ccccc2c2cc(NC(=O)N3CCOCC3)ccc21	-4
35	CN(C(=O)CSc1nc2ccccc2n1CCc1ccccc1)C1CCS(=O)(=O)C1 (stereo not given)	10
36	Cc1ccccc1N(CC(=O)NCc1ccc2c(c1)OCO2)C(=O)CCC(=O)Nc1ccccn1	-2
37	Cn1c(=O)n(Cc2ccccc2F)c(=O)c2c1nc1n2CCCN1CCc1ccccc1	0
38	COc1ccccc1-c1nnc(SCC(=O)Nc2cc(C)on2)o1	-7
39	CCn1nc(-c2ccccc2)c2nc3ccccc3nc21	-4
40	O=C(Nc1nc(-c2ccc(S(=O)(=O)N3CCCC3)cc2)cs1)c1cccs1	6
41	COc1ccc(-n2nnnc2-c2cccnc2)cc1	-7
42	COC(=O)C1C(O)=C(C=NCC(C)N=CC2=C(O)C(C(=O)OC)C(C)(C)CC2=O)C(=O)CC1(C)C (stereo not given)	-4
43	Cc1ccc(C(=O)NC(=S)Nc2ccccc2C(F)(F)F)cc1	5
44	COC(=O)C1=CN(C)C=C(C(=O)OC)C1c1ccsc1	15
45	COC(=O)c1[nH]c(C)c(/C(O)=C2\C(=O)C(=O)N(CCCN3CCOCC3)C2c2ccccn2)c1C (stereo not given)	8

New compounds follow
entry	SMILES	Artemis endo inh
46	COc1cccc(NC(=O)N(CCCN2CCOCC2)C(C)c2cc3cccc(OC)c3o2)c1 (stereo not given)	-6
47	Cc1ccc(CC(=O)N2CCN(c3ccccn3)CC2)cc1	-5
48	CN(c1ccc(C(=O)NCCSC(C)(C)C)cc1)S(C)(=O)=O	-1
49	CCCCC(=O)N/N=C(\C)CC(=O)Nc1cc(Cl)ccc1OC	1
50	C/C(=N\NC(=S)Nc1cccc(C)c1)c1ccccc1	1
51	O=C(Cc1ccc(-n2cccc2)cc1)N1CCc2ccccc21	1
52	Cc1cc(=O)oc2cc(OCC(O)CN3CCN(c4ccccc4)CC3)ccc12 (stereo not given)	-3
53	O=C(Nc1ccc2sc3ccccc3c(=O)c2c1)c1ccccc1Cl	4
54	COc1nc(C)nc2c1sc(=S)n2C	5
55	COC(=O)c1cncc(O)c1	-9
56	CCCCc1c(C)c2ccc(OCC(C)=O)cc2oc1=O	14
57	N#CCSc1nnc(-c2ccccc2)c(-c2ccccc2)n1	1
58	c1ccc(Oc2cc(-c3ccccc3)ncn2)cc1	-4
59	OCCN1CCN(CC(O)COc2ccc3c(c2)OCO3)CC1 (stereo not given)	-13
60	Cn1c(=O)c2c(nc(NCc3ccccc3)n2CC(=O)NCc2ccccc2)n(C)c1=O	-1

Gathered by group, the entries above containing an aryl methoxy group
entry	SMILES	Artemis endo inh
3	COc1ccc(S(=O)(=O)NCC2CCC(C(=O)NCc3ccco3)CC2)cc1 (stereo not given)	-6
21	COc1ccc(NC(=O)C(CCS(C)(=O)=O)NC(C)=O)cc1 (stereo not given)	-2
38	COc1ccccc1-c1nnc(SCC(=O)Nc2cc(C)on2)o1	-7
41	COc1ccc(-n2nnnc2-c2cccnc2)cc1	-7
46	COc1cccc(NC(=O)N(CCCN2CCOCC2)C(C)c2cc3cccc(OC)c3o2)c1 (stereo not given)	-6
49	CCCCC(=O)N/N=C(\C)CC(=O)Nc1cc(Cl)ccc1OC	1
54	COc1nc(C)nc2c1sc(=S)n2C	5

Remaining list, next part
entry	SMILES	Artemis endo inh
61	COc1ccc(NC(=O)c2[nH]c(C)c(C(C)=O)c2C)cc1Cl	9
62	COCCN(CC(=O)NCc1ccccc1)C(=O)CCC(=O)Nc1ccccn1	-6
63	COC(=O)c1ccccc1NC(=O)c1nc2nc(C)cc(C)n2n1	-4
64	CCn1nc(NC(=O)c2cccnc2)c2cc3cccc(C)c3nc21	4
65	COC(=O)C1=C(C)NC(=O)NC1c1ccsc1 (stereo not given)	-11
66	CC(C)Oc1ccc(/C(O)=C2/C(=O)C(=O)N(CCN3CCOCC3)C2c2ccccc2)cc1 (stereo not given)	-3
67	CC(C)Oc1ccc(N2CC(C(=O)Nc3ccccc3F)CC2=O)cc1 (stereo not given)	3
68	Cc1cnc(C(=O)OCC(=O)N(C(C)C)C(C)C)cn1	-5
69	COc1ccc(-n2c(=S)[nH]c3cc(C(=O)NCc4ccco4)ccc3c2=O)cc1OC	2
70	CCNc1nc(NCC)nc(SCCOC(=O)Nc2ccccc2)n1	3
71	CCCn1c(SCC(=O)c2ccc3c(c2)OCCO3)nnc1-c1ccco1	6
72	CC1CCCN(C(=O)C2CCN(CC(C)c3ccccc3)CC2)C1 (stereo not given)	-2
73	Cc1c(Cl)cccc1NC(=S)NCc1ccccc1	-2
74	CCOc1ccc2nc3c(cc2c1)CN(CCCO)C(=NCCOC)S3	5
75	O=C(N/N=C/c1ccc(Cl)cc1)c1cc2c(s1)-c1ccccc1CC2	-6

The results go on:
entry	SMILES	Artemis endo inh
76	Cc1cc(C)nc(SCC(=O)N2CCCCC2)n1	-6
77	CC(=O)Nc1ccc(C(=O)N(C)c2ccccc2)cc1	-13
78	CN(C1CCS(=O)(=O)C1)S(=O)(=O)c1cccc2nsnc12 (stereo not given)	-7
79	CCOCC(=O)Nc1sc2c(c1C(=O)OCC)CCCC2	8
80	O=C1NC2(CCCCC2)Oc2ccccc21	-5
81	Cc1c(NC(=O)CN2C(=O)C3C4C=CC(C4)C3C2=O)c(=O)n(-c2ccccc2)n1C (stereo not given)	-2
82	COc1ccc(C2CC(C(F)(F)F)n3nc(C(=O)O)c(Br)c3N2)cc1 (stereo not given)	-1
83	Cc1c(NS(=O)(=O)c2ccc(Br)s2)c(=O)n(-c2ccccc2)n1C	1
84	COc1cc(C(=O)NC(=S)Nc2cccc(-c3cc4ccccc4oc3=O)c2)cc(OC)c1OC	17
85	CCOC(=O)c1c(C)[nH]sc1=S	10
86	Clc1ccc(OCc2nn3c(-c4ccco4)nnc3s2)cc1	6
87	O=C(NCC1CCCO1)C1CCN(S(=O)(=O)c2cccc3nonc23)CC1 (stereo not given)	7
88	COCc1n[nH]c(=S)n1-c1ccccc1	5
89	CC1CCN(C(=O)c2ccc(N(C)S(C)(=O)=O)cc2)CC1	-11
90	COc1ccccc1-n1c(C)cc(SC)c(C(C)=O)c1=S	3

Next compounds
entry	SMILES	Artemis endo inh
91	COC(=O)C1=C(O)CSC1=Nc1ccccc1	-4
92	CC1=C(C)CC(C(=O)NNC(=O)c2ccccc2)C(C(=O)O)C1 (stereo not given)	10
93	Cc1ccc(S(=O)(=O)/C=C2\NC(=O)CS2)cc1	-10
94	CC(=O)Nc1ccc(NC(=O)CSC2=NCCS2)cc1	-5
95	CC(C)Oc1ccc(C(=O)Nc2ccc(NC(=O)c3ccco3)c(Cl)c2)cc1	3
96	CCCOC(=S)Nc1ccccc1	1
97	Clc1ccc(N2CCN(c3cnc4ccccc4n3)CC2)cc1	6
98	CCc1ccc(NC(=O)CCN2C(=O)c3cccnc3C2=O)cc1	3
99	O=C(c1cc2ccccc2o1)N1CCN(S(=O)(=O)c2cccs2)CC1	-1
100	COc1cc(CC(=O)OCC(=O)Nc2ccc(S(=O)(=O)N3CCCC3)cc2)cc(OC)c1OC	5
101	CCCCNC(=O)c1ccc2c(c1)ncn2C1CCCCC1	1
102	CCS(CC)=NS(=O)(=O)c1ccc(NC(C)=O)cc1	1
103	COC(=O)c1cc(Br)c(=O)n(CCN2CCCC2)c1	6
104	COc1cc(NC(=O)Cc2cccs2)cc(OC)c1	-4
105	COC(=O)/C=C(\C)NC(=O)c1ccc(F)cc1	-5

Looked up one by one from the entries so far:
entry	SMILES	Artemis endo inh
52	Cc1cc(=O)oc2cc(OCC(O)CN3CCN(c4ccccc4)CC3)ccc12 (stereo not given)	-3
103	COC(=O)c1cc(Br)c(=O)n(CCN2CCCC2)c1	6
87	O=C(NCC1CCCO1)C1CCN(S(=O)(=O)c2cccc3nonc23)CC1 (stereo not given)	7

Carrying on:
entry	SMILES	Artemis endo inh
106	COc1cccc(NC(=O)CNC(=O)c2cccs2)c1	4
107	O=C1C2CC=C(Cl)CC2C(=O)N1CC1OCCc2ccccc21 (stereo not given)	2
108	O=C1CC(c2ccc(Cl)cc2)n2nc(N3C(=O)c4ccccc4C3=O)nc2N1 (stereo not given)	-1
109	COc1ccc2c(CC(=O)N3CCc4ccccc43)coc2c1	-4
110	Cc1ccccc1-c1cc(-c2ccccc2O)n[nH]1	0
111	O=C(Cc1c(O)c2ccccc2[nH]c1=O)NCc1ccc(F)cc1	-12
112	COC(=O)c1c(NC(=O)Cc2cccs2)sc2c1CCCC2	6
113	Cc1cc(=S)[nH]c2c(C)cccc12	-7
114	O=C(NNC(=O)c1cc(-c2ccc(Cl)cc2Cl)nc2ccccc12)Nc1ccccc1	6
115	CCCCn1c(CN2C(=O)c3ccccc3C2=O)nc2ccccc2c1=O	5
116	CCN(CC)C(=O)N1CCN(S(=O)(=O)c2ccc(C)c(C)c2)CC1	-6
117	CCOC(=O)c1c(NC(=O)c2ccc(C)cc2)sc2c1CC(C)(C)OC2	-4
118	FC(F)(F)c1cc(-c2ccco2)nc(N2CCOCC2)n1	11
119	CCCOc1cc(C)c(S(=O)(=O)N2CCN(C)CC2)cc1C	0
120	CC(C)(C)NC(=O)Cn1c(-c2nonc2N)nc2ccccc21	-9

Continued.
entry	SMILES	Artemis endo inh
121	NC(=O)CSc1nc2ccccc2c(=O)n1Cc1ccco1	-8
122	COCCNC(=O)C(c1ccco1)N(C(=O)Cn1nnc2ccccc21)c1cccc(C)c1C (stereo not given)	-10
123	COc1ccc2c(Cl)c(C(N)=O)sc2c1	0
124	CCSc1nc2sc3c(c2c(=O)n1CC)CC(C)(C)OC3	-3
125	CCOc1ccc(Br)cc1S(=O)(=O)Nc1nc(CN2CCOCC2)nc2sc(C)c(C)c12	6
126	CCOC(=O)c1ccc(NC(=O)CSc2ncccn2)cc1	-6
127	Cc1ccccc1N1C(=O)CC(Sc2nnc(-c3ccccc3)o2)C1=O (stereo not given)	-6
128	CCN(c1cccc(C)c1)S(=O)(=O)c1ccc2c3c(cccc13)C(=O)N2	1
129	O=C(COC(=O)c1ccccn1)Nc1cccc(Cl)c1	-6
130	Cc1c(CC(=O)O)c(=O)oc2cc(OCc3nn[nH]n3)ccc12	-6
131	O=c1oc2cc(O)ccc2c2ccccc12	-4
132	CC1CCC(N2CCN(c3ncccn3)CC2)C1 (stereo not given)	-2
133	Cc1nc(N2CCN(C(=O)c3ccc(Cl)cc3)CC2)c(C#N)c2c1COC(C)(C)C2	3
134	O=S(=O)(c1ccccc1)c1nc(-c2ccco2)oc1N1CCOCC1	-8
135	Cc1ccc(C(=O)c2nc3c(n2O)CCCC3)cc1	-9

Carrying on.
entry	SMILES	Artemis endo inh
136	COc1ccc(CC(=O)NC(C)(C)CC(C)=O)cc1OC	-12
137	Cc1cccc2cc(CN(CC3CCCO3)C(c3nnnn3Cc3ccco3)C(C)C)c(=O)[nH]c12 (stereo not given)	16
138	CCOC(=O)C1=C(C)N(C)C(=O)NC1c1ccccc1OC (stereo not given)	-3
139	COc1ccc(S(=O)(=O)N2CCN(Cc3cccc(Cl)c3)CC2)cc1	1
140	COc1ccc2cc3cc(C(=O)NCC4CCCO4)oc3nc2c1 (stereo not given)	4
141	O=C(NCc1ccco1)[C@@H]1CSC2c3ccccc3C(=O)N21 (stereo not given in full)	0
142	CCc1c(C)c2c(C)[nH]nc2oc1=O	-9
143	CC(=O)c1cc2c(cc1NS(=O)(=O)c1ccc(C)cc1)OCCO2	6
144	Cc1cc(=O)oc(C)c1C(=O)N1CCN(C)CC1	-11
145	c1coc(CNC2CCCCC2)c1	-1
146	Cc1onc(-c2ccccc2Cl)c1C(=O)Nc1nnc(Cc2ccc(Cl)cc2)s1	16

High-throughput results as filed in PubChem.
